High-throughput results: PubChem BioAssay, several laboratories
PLK1 PBD inh: blocks phosphopeptide binding to human Plk1 polo box domain. Plk1 PBD phosphopeptide binding, fluorescence polarization. P53350. inhibition, %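 (tested at about 20 µM)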. hit rate 0.13% among 97,000; in the data active = inhibition above about 34%, passing the limit was not always enough
HIV Rev-RRE inh: disrupts HIV-1 Rev binding to RRE RNA; hit rate 0.79% among 97,000; Rev peptide-RRE RNA binding, FRET; inhibition, % at 8 µM; P05866;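 active = inhibition above the screen-wide mean plus 3 SD, cut at about 35% in these data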;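 note: 0% = median DMSO wells and 100% = median Neomycin B control wells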
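Probe or stimulus: fluorescein-Rev peptide as binding partner; assay system: Cy5-tagged RRE RNA duplex with fluorescein-tagged Rev peptide; timing: 5 min compound–RNA preincubation, then 15 min with peptide, 25 °C; medium: HEPES pH 7.5 buffer with KCl, MgCl2, NaCl and EDTA; signal: fluorescein-to-Cy5 FRET, 480 nm excitation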
PLK1 inh: PLK1 (human) kinase inhibition; P53350; recombinant PLK1 kinase, TR-FRET peptide phosphorylation; hit rate 0.53% among 97,000; inhibition, % at 10 µM; AID 619;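 active = inhibition of 50% or more in the single-concentration screen; inactive = inhibition below 50%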;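 note: 0% = DMSO max control and 100% = H-89 dihydrochloride min control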
FAK blocker: inhibitors of human focal adhesion kinase; Q05397; inhibition, %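 (tested at 7 µM)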; biochemical FAK kinase activity assay; hit rate 0.84% among 97,000; AID 727; in the data active = inhibition above about 19%;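 note: 0% = DMSO and 100% = reference compound high control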
Target sequence (Q05397 whole entry, looked up): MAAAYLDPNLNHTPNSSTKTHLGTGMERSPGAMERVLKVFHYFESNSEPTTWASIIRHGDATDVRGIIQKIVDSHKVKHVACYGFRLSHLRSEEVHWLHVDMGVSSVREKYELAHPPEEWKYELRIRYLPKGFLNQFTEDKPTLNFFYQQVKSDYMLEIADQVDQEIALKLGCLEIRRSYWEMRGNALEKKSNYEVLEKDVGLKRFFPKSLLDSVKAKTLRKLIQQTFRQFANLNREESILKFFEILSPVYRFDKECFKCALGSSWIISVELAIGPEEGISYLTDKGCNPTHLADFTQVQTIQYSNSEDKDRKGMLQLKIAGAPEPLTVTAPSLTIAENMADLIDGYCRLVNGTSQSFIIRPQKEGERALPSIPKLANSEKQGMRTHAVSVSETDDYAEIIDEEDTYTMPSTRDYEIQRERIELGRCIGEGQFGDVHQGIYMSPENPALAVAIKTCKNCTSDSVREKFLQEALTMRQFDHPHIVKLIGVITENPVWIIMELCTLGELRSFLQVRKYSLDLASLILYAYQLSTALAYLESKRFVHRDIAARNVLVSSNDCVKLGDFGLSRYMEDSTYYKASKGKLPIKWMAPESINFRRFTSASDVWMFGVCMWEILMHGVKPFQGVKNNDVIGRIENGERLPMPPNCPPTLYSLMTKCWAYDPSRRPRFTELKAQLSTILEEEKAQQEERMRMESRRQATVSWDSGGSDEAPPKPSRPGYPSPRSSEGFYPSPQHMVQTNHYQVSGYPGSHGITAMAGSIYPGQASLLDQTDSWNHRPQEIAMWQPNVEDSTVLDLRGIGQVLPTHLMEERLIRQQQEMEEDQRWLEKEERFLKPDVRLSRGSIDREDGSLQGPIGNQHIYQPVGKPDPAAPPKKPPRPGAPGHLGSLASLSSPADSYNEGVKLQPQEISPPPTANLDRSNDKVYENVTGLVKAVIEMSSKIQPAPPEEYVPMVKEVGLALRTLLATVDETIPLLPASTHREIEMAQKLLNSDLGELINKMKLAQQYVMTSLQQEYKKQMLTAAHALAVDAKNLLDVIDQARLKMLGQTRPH
Pyk2 oligo antag: Pyk2 (human) oligomerization antagonism; AID 1347419; Q14289; hit rate 0.83% among 99,000; Q293 cells, Pyk2 FERM NanoBiT luminescence; active compounds read low; z-score (the deposit names both 25 µM and 10 µM);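 active = Z-score of -3 or lower, scaled per plate to the spread of control and sample wells; inactive = z-score above -3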;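 note: negative z-score means lost luminescence so less FERM oligomerization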
F-actin modifier: modifiers of cytoskeleton assembly. hit rate 0.18% among 91,000. inhibition, % at 2 µM. HUVEC TNFa F-actin phalloidin imaging, high content. AID 836;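 active = inhibition above the batch mean plus 3 SD and confirmed as a hit by visual image inspection, cut at about 30% in these data, passing the limit was not always enough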; note: strong numbers were not always called active
EphB4 antag: blocks human EphB4 binding to ephrin-B2; P54760; EphB4 LBD / TNYL-RAW-Alexa532 peptide, fluorescence polarization; inhibition, % at 7 µM; hit rate 0.15% among 97,000;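 active = inhibition above the screen-wide mean inhibition plus 3 SD, cut at about 15% in these data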;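 note: 0% = DMSO wells and 100% = excess unlabeled TNYL-RAW peptide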
LYP inh 2: LYP (human) phosphatase inhibition; recombinant LYP catalytic domain, DiFMUP fluorescence; inhibition, % at 2 µM; hit rate 0.21% among 96,000; AID 640;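 active = inhibition at 2 µM at or above a set limit, the screen mean plus 3 SD, cut at about 24% in these data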;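 note: 0% = DMSO with enzyme and 100% = enzyme fully blocked by orthovanadate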
PTPN22 act: increases human PTPN22 phosphatase activity. Q9Y2R2. recombinant LYP, DiFMUP fluorescence; 0 = plate median, 100 = signal doubled. activation, % at 2 µM. hit rate 0.11% among 96,000;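 active = activation at 2 µM above a set limit, the mean plus 5 SD, cut at about 37% in these data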
The depositor's hits bear a star; · = not tested or not shown.

HIV Rev-RRE inh	PTPN22 act	LYP inh 2	Pyk2 oligo antag	FAK blocker	PLK1 PBD inh	EphB4 antag	PLK1 inh	F-actin modifier	Compound
1	-2	-1	·	2	-14	-2	-11	4	COc1ccccc1Oc1c(C)oc2c(CN3CCN(CCO)CC3)c(O)ccc2c1=O
12	4	-4	-0.03	9	-20	8	-16	10	Cc1ccc(OC(=O)c2ccc(N3CCOCC3)c([N+](=O)[O-])c2)cc1
3	2	2	0.63	9	34	2	-18	2	COc1cccc(/C=N/Nc2ccc(S(=O)(=O)O)cc2)c1O
3	-4	3	0.69	-5	40	4	-1	44	Cc1ccc(S(=O)(=O)N2CCN(C(=O)COC(=O)c3cc(C)oc3C)CC2)cc1
4	-4	3	1.2	1	-14	-5	2	-34	OC(Cn1cccn1)c1ccccc1 (stereo not given)
6	1	3	-1	4	-17	-6	2	-8	Brc1ccc2c(c1)C(c1cccs1)=NNC(c1cccnc1)=N2
4	2	-5	-0.01	-3	15	-1	-4	11	CN(C1CCCCC1)S(=O)(=O)c1ccccc1
9	-4	7	-1.4	9	-15	6	-15	-6	CCc1cccc2c(C(=O)COC(=O)c3c(C)noc3C)c[nH]c12
12	-7	5	·	4	-11	4	-16	-11	C=CCN(C1CCCCC1)S(=O)(=O)c1ccc2c(c1)oc(=O)n2C
8	-2	0	0.08	7	6	2	-15	13	CSc1nsc(SC)c1NC(=O)Nc1ccccn1
11	-1	2	-2.2	-1	10	1	-1	4	CCOC(=O)C1=C(C)N=C2SC(C)C(=O)N2C1c1cccc(F)c1 (stereo not given)
8	-2	0	0.1	-1	6	-7	-12	1	CCN(CC)S(=O)(=O)c1ccc(-c2nnc(SCc3nnc(-c4ccc(C)cc4)o3)o2)cc1

Sorted by the number under PTPN22 act (high to low): some entries from above.
SMILES	PTPN22 act
CN(C1CCCCC1)S(=O)(=O)c1ccccc1	2
Brc1ccc2c(c1)C(c1cccs1)=NNC(c1cccnc1)=N2	1
CCN(CC)S(=O)(=O)c1ccc(-c2nnc(SCc3nnc(-c4ccc(C)cc4)o3)o2)cc1	-2
CCc1cccc2c(C(=O)COC(=O)c3c(C)noc3C)c[nH]c12	-4

Among those listed so far, three contain four or more nitrogen atoms.
HIV Rev-RRE inh	PTPN22 act	LYP inh 2	Pyk2 oligo antag	FAK blocker	PLK1 PBD inh	EphB4 antag	PLK1 inh	F-actin modifier	Compound
6	1	3	-1	4	-17	-6	2	-8	Brc1ccc2c(c1)C(c1cccs1)=NNC(c1cccnc1)=N2
8	-2	0	0.08	7	6	2	-15	13	CSc1nsc(SC)c1NC(=O)Nc1ccccn1
8	-2	0	0.1	-1	6	-7	-12	1	CCN(CC)S(=O)(=O)c1ccc(-c2nnc(SCc3nnc(-c4ccc(C)cc4)o3)o2)cc1

Remaining list, next part.
HIV Rev-RRE inh	PTPN22 act	LYP inh 2	Pyk2 oligo antag	FAK blocker	PLK1 PBD inh	EphB4 antag	PLK1 inh	F-actin modifier	Compound
1	-3	4	-1.3	1	-9	6	-4	-14	COCCCNC(=O)Cn1cc(C(=O)c2cccs2)c2ccccc21
6	-3	2	·	-1	18	-1	-4	-10	Cc1cc(C)c(S(=O)(=O)Nc2ccc(OCC(=O)O)cc2)c(C)c1
11	-8	8	-2.8	2	-7	-6	-5	-7	Cc1ccc(-n2ncc3c(=O)n(-c4ccc(C)c(C)c4)c(-c4ccco4)nc32)cc1
15	-1	4	-0.96	7	20	0	-12	6	Cc1ccc([N+](=O)[O-])cc1NC(=O)CN(C(=O)c1ccc(Cl)cc1)C1CCCCC1
18	14	-14	1.1	2	4	4	-5	7	CC1CC(C)CN(CC(=O)N2CCCc3c2c(=O)oc2ccc(OCc4ccccc4)cc32)C1 (stereo not given)
7	-16	16	0.6	-4	2	-7	-34	-3	O=C(CN1CCN(S(=O)(=O)c2ccc(F)cc2)CC1)Nc1cc(C(F)(F)F)ccc1Cl
2	-5	5	-0.09	-3	-24	0	-10	13	COc1ccc(N(CC(=O)Nc2ccccc2C(=O)NCc2ccco2)S(C)(=O)=O)cc1
1	3	-4	-0.08	-1	-18	-4	-14	8	O=C(Nc1ccccc1Cl)N1CCN(c2ccccn2)CC1
-1	-12	14	-1.2	9	-9	1	-23	8	Cc1ccc(C)c(N(CC(=O)NC2CCCC2)C(=O)c2oc(C(C)(C)C)cc2C)c1
5	9	-10	1.1	-4	38	-4	-9	-35	Cc1c(CN2CCN(c3cccc(C(F)(F)F)c3)CC2)c(=O)n(-c2ccccc2)n1C
2	-5	6	0.36	-2	-4	-7	-15	-15	Cc1cccc(CN(CC(=O)N/N=C/c2ccco2)S(=O)(=O)c2ccc(Cl)cc2)c1
-4	8	-4	-2.5	19*	-23	-4	-31	-15	CC(C)(C)c1nc(SCC(=O)Nc2ccc3c(c2)OCCO3)c2ccccc2n1
-3	-6	5	-0.1	-2	-8	5	-6	-3	C=CCn1c(SCC(=O)Nc2ccc(NC(=O)c3ccco3)c(OC)c2)nnc1-c1ccncc1
6	-6	3	·	0	17	6	-6	-8	Cc1nc2cc(N3CCCCC3)c(NC(=O)c3ccncc3)cc2c(=O)n1Cc1ccc(Cl)cc1
8	-3	5	-0.22	0	5	-2	28	8	CCOc1ccc(C(C)=O)cc1N1C(=O)C2C3C=CC(C3)C2C1=O (stereo not given)
10	1	2	-0.68	-1	-5	3	-9	-13	COc1ccccc1C1NC(c2ccccc2OC)C(C)C(=O)C1C (stereo not given)
-4	5	-6	0.64	-1	16	-1	-2	18	CCC(C)(C(=O)NC1CCCCC1)N(C(=O)C1CCC(=O)N1)c1ccccc1 (stereo not given)
-2	4	0	-0.11	1	-19	6	-11	-18	CSc1nc(C)c2c(n1)N(c1cccc(C)c1)CC2
3	-6	3	1.5	1	-2	-4	-11	-27	O=C(CN1C(=O)C2C3C=CC(C3)C2C1=O)NCCC1=CCCCC1 (stereo not given)
9	-7	8	-0.16	0	-11	3	-3	-7	O=C(c1ccc(Cl)cc1)c1c[nH]c(C(=O)C(Cl)(Cl)Cl)c1
0	2	-2	-1.4	4	-20	-7	-5	-13	Cc1nn2c(N3CCOCC3)c3c(nc2c1-c1ccccc1)CCCC3
6	5	0	0.36	1	-31	3	0	-17	CCN1C(=O)/C(=C\c2ccc3c(c2)OCO3)C(C(=O)OC)=C1C
5	5	-8	·	3	-18	4	-13	30	CCOc1c2ccc(C(=O)NC3CCCc4ccccc43)cc2nn1CC (stereo not given)
6	-6	6	·	-6	-29	-6	-16	4	C#CCn1c(=NC(=O)c2cccs2)sc2cccc(OCC)c21
6	-3	4	-0.68	0	4	-1	-12	7	CC(C)C[C@H](NC(=O)OC(C)(C)C)C(=O)N/N=C/C1=Cc2ccccc2OC1C (stereo not given in full)
10	-8	5	·	8	1	5	13	1	COc1cc(-c2cc(N)n(S(=O)(=O)c3ccc(F)cc3)n2)cc(OC)c1OC
7	6	-1	-1.4	7	2	10	-13	13	CC(=O)Nc1nc2nc(-c3ccccc3)cc(-c3ccccc3)n2n1
-3	8	-7	-0.67	1	-1	-1	-2	·	CCN(CC)S(=O)(=O)c1ccc(Cl)c(OC)c1
4	-8	6	0.3	1	-4	-8	2	-62	COC(=O)c1cccc(NC(=O)CSc2nnnn2C)c1
2	9	-14	-1.5	2	-2	-3	-6	-8	CCn1cc([N+](=O)[O-])c(C(=O)N2N=C(c3cccc4ccccc34)CC2c2ccccc2O)n1 (stereo not given)
6	-12	12	-0.55	-2	-15	4	-6	-7	O=S(=O)(Nc1nc2c(s1)CCCC2)c1ccc2ccccc2c1
2	-3	5	·	0	25	-4	1	11	Cc1sc(/N=C/c2c(O)ccc3ccccc23)c(C#N)c1C
-1	4	-4	·	0	14	4	-9	10	CCc1ccc(CNC(=O)c2cc3c(C)nc4ccccc4c3o2)cc1
6	-5	2	-0.34	0	-10	13	-6	1	CC1(C)Cc2c(sc(/N=C/N3CCCC3)c2C#N)C(C)(C)N1
5	-1	0	0.23	-1	-13	4	-13	5	O=C(O)CCC(=O)NCC1OCCc2ccccc21 (stereo not given)
5	-9	9	-2.7	1	-29	-5	-12	-5	COc1ccc2[nH]c(=O)c(CN(Cc3cccs3)S(=O)(=O)c3cccc4nsnc34)cc2c1
6	-11	15	-0.92	5	-9	-1	-10	14	CCN1c2ccccc2-c2nc3ccccc3n2C1c1ccco1 (stereo not given)
4	-10	8	0.73	-2	19	2	-1	46	CCN(CC)CCCNC(=O)C1c2ccccc2C(=O)N1Cc1ccc(C)cc1 (stereo not given)
4	-4	0	2.5	2	-7	7	2	1	COc1ccc(NC(=O)CSc2nnc(Cc3cccn3C)n2-c2ccc(C)cc2)cc1OC

Reformatted in CSV form: entries from further up
mol,HIV Rev-RRE inh,PTPN22 act,LYP inh 2,Pyk2 oligo antag,FAK blocker,PLK1 PBD inh,EphB4 antag,PLK1 inh,F-actin modifier
CCn1cc([N+](=O)[O-])c(C(=O)N2N=C(c3cccc4ccccc34)CC2c2ccccc2O)n1 (stereo not given),2,9,-14,-1.5,2,-2,-3,-6,-8
O=S(=O)(Nc1nc2c(s1)CCCC2)c1ccc2ccccc2c1,6,-12,12,-0.55,-2,-15,4,-6,-7
